All columns: NCI-60 one-dose screen, growth in % after 48 h at 10 µM unless noted; 100 = growth as untreated, 0 = no growth, -100 = all killed.
HL-60(TB): HL-60(TB) leukemia cells. AID 1794776. 9% of 78,000 active; active = growth percent below 10
Active calls of the source: *; & = joins results of further samples. Some of the compounds tested, so the mix of outcomes need not match the whole.

SMILES	HL-60(TB)
O=C(CCCCC(=O)N/N=C\c1cc(Cl)ccc1O)N/N=C\c1cc(Cl)ccc1O	39.9
CC[C@H](CC[C@@H](C)[C@H]1CC[C@H]2[C@@H]3CC=C4C[C@@H](OCCc5nn[nH]n5)CC[C@]4(C)[C@H]3CC[C@]12C)C(C)C	103.4
O=C1Nc2ccccc2/C1=C/C(=O)c1ccccc1[N+](=O)[O-]	82.0
Cc1ccccc1Oc1ccccc1N	76.4
O=C(NCc1cccnc1)/C(=C\c1ccc(Br)cc1)S(=O)(=O)c1ccccc1	17.4
COc1ccc(OCOCOc2ccc(OC)cc2)cc1	86.1
CCN(CC)C(=O)Cn1cc([N+](=O)[O-])cc1[N+](=O)[O-]	116.5&85.9
CC/C=C\C[C@H](O)C/C=C1/C(=O)C(Cl)=C[C@@H]1C/C=C\CCCC(=O)OC	-2.3*
C=C(C)COc1ccc(C(C)(C)C)cc1	104.3
Cc1ccc(Nn2c(SCC(=O)Nc3nc4ccccc4s3)nc(C)c2C)cc1	96.5
CCCCCCCCCCCCCCCCCC(=O)OCCC(C)CCCC(C)C (stereo not drawn)	108.4
CC1(C)CC(=O)c2c(ccc(C(=O)C[C@H](N)CO)c2N)O1	44.8
O=C(CBr)C(=O)CBr	109.9
O=C(Nc1nc2ccc(OC(F)(F)F)cc2s1)c1ccc(F)cc1	14.3
CSC(=NC(=O)c1c(Cl)cccc1Cl)SC	92.0
CC(C)C[C@@H](CC(N)=O)CC(=O)N[C@@H](CC(=O)N1CCn2c(nnc2C(F)(F)F)C1)Cc1cc(F)c(F)cc1F	85.2
CCC(=O)NC1=C(Cl)C(=O)C(NC(=O)CC)=C(Cl)C1=O	-51.1*
O=S(=O)(NCCNc1nccc(-c2c(-c3cccc(F)c3)nc3occn23)n1)c1ccccc1	98.0
C[C@@H](C[C@H](CCOCc1cccnc1)c1ccccc1)c1csc2ccccc12	110.5
Cc1nc2ncccc2nc1Nc1ccc(S(=O)(=O)Nc2cncs2)cc1	108.9
CC(C)NC(=S)Nc1c(N)n(C)c(=O)n(C)c1=O	104.6
O=C(NO)[C@H]1O[C@@H](n2cnc3c(=O)[nH]cnc32)[C@H](O)[C@@H]1O	100.3
COCCNC(=O)Cc1c(-c2ccc(OC)cc2)oc2c(OC)c3c(c(OC)c12)OCO3	91.5
O=C1c2cccc(NCc3ccccn3)c2C2CC=CCN12 (stereo not drawn)	93.2
O=C(CN1C(=O)NC2NC(=O)NC21)N/N=C/c1ccccc1[N+](=O)[O-] (stereo not drawn)	99.2

Next part.
SMILES	HL-60(TB)
COc1ccc(/C(C#N)=C2C=C(Cl)/C(=N/O)C=C/2Cl)cc1	40.7
COCC(=O)O	95.8
CSc1nc2c(c(=O)n1C)CN(Cc1ccccc1)C(=O)C(c1ccccc1)N2 (stereo not drawn)	93.2
COc1cc(/C=C/C(=O)c2ccc(OC(C)=O)c(OC)c2)ccc1OC(C)=O	60.5
COc1ccc(Oc2nc(Cl)ncc2NC(=O)Nc2c(Cl)cccc2Cl)cc1	83.6
CC(=O)OCC(=O)C1CCC2C3CCC4=CC(=O)CCC4(C)C3CCC12C (stereo not drawn)	96.8
C/C(=N/O)c1ccc(NC(=O)Cn2nc(-c3ccc(Cl)cc3)nc2N)cc1	94.7
COc1ccc(S(=O)(=O)F)cc1C(=O)O	102.5
Nc1c(C(=O)Nc2ccccc2)sc2nc3c(cc12)CNCC3	98.3
CCNc1nc2ccccc2c2c(=O)c3cc(C)ccc3sc12	107.1
Cc1c(C(=O)Nc2nc3ccccc3[nH]2)cnn1-c1ccccn1	58.5
CCn1cc(C(=O)O)c(=O)c2cc(F)c(N3CCN(C(=O)c4ccc(Cl)cc4)C(C)C3)c(F)c21 (stereo not drawn)	106.9
CC(C)(C)[C@H](NC(=O)c1cn(CCC2CCCCC2)c2ccccc12)C(N)=O	93.4
O=c1oc2ccccc2cc1-c1cnc2ccccc2n1	117.3
N#Cc1cc2c(C(=O)c3cccs3)cn(O)c2cc1C#N	103.2
CCN1C(=O)N(CC)C2Nn3c(s/c(=C4\C(=O)N(C(C)C)c5ccccc54)c3=O)=NC21 (stereo not drawn)	6.3*
CSc1nc(-c2ccco2)c2c(N)nn(S(=O)(=O)c3ccc(Cl)cc3)c2n1	89.0
CC(=O)Nc1nc(=O)n(CC(=O)c2cccs2)cc1F	105.1
CCOC(=O)CC(NC(=O)C(CC(=O)OCc1ccccc1)NC(=O)OCc1ccccc1)C(=O)OCC (stereo not drawn)	96.8
Cc1ccc(NC(=O)c2cc(/C=C/C(=O)NO)cc(C(F)(F)F)c2)cc1Nc1nccc(-c2cccnc2)n1	0.4*
Cc1cc(CSc2ccccc2C(=O)N2CC=C(c3ccccc3)CC2)on1	87.7
O=C(CSc1nc2ccccc2c(=O)n1-c1ccccc1)c1cc2cc(Br)ccc2oc1=O	79.0
CC(C)c1cccc(C(C)C)c1NC(=O)N1CCCCC1	105.9
CCN(CC)c1ccc(N=O)cc1	33.1
O=C(O)CC(C(=O)O)N1C(=O)/C(=C/C(Cl)=C/c2ccccc2)SC1=S (stereo not drawn)	108.1

New compounds follow
SMILES	HL-60(TB)
O=S(=O)(NCCCNc1nccc(-n2cnc3ccccc32)n1)c1ccc(F)cc1	90.9
CN1CN(C)C(c2ccncc2)=C1c1ccncc1	92.7
N#C/C(=C\c1ccc(CO)o1)C(N)=O	103.0
COC(=O)C1(C)CCC[C@]2(C)[C@H]3C[C@H]4C(C(C)C)=C[C@]3(CC[C@@H]12)[C@@H]1C(=O)CC[C@H](OC(=O)c2ccco2)[C@@H]14 (stereo partly drawn)	80.0
CC(=O)O[C@H]1C[C@H](n2cc(F)c(N)nc2=O)O[C@]1(C)CO[Si](c1ccccc1)(c1ccccc1)C(C)(C)C	48.1
N#Cc1c(-c2ccccc2)nc(SCC(=O)N2CCN(c3ccccc3)CC2)[nH]c1=O	62.5
O=C1CC(NCCO)C(=O)NN1 (stereo not drawn)	97.7
CC1CC(=O)N(Cl)C(=O)N1Cl (stereo not drawn)	105.3
CC1(C)CC[C@]2(CO)CC[C@]3(C)[C@@H](NC(=O)C[C@@H]4[C@@]5(C)CC[C@H](O)C(C)(C)[C@@H]5CC[C@]43C)[C@@H]2C1	101.7
Oc1ccc(N=Nc2ccccc2)cc1	86.1
COc1ccc2[nH]c(O)c(N=NC(=O)Cn3c(-c4ccccc4)nc4cc(Cl)c(Cl)cc43)c2c1	105.7
CCC(C)CCCCC(=O)NC(CCN)C(=O)NC(C(=O)NC(CCN)C(=O)NC1CCNC(=O)C(C(C)O)NC(=O)C(CCN)NC(=O)C(CCN)NC(=O)C(CC(C)C)NC(=O)C(Cc2ccccc2)NC(=O)C(CCN)NC1=O)C(C)O (stereo not drawn)	109.6
O=C(Nc1nc(-c2ccccc2Cl)cs1)c1cc(-c2ccccc2)nc2ccc(Cl)cc12	-3.8*
CCC1CN1P(=O)(C(C)CC)N1CC1CC (stereo not drawn)	107.8
Nc1c(O)c(S(=O)(=O)O)c(O)c2c1C(=O)c1ccccc1C2=O	-8.6*
CCOC(=O)/C(C#N)=C1/SC=C(N)N1c1ccccc1	107.5
CCN(CC)CCOCCOC(=O)C(CC)(CC)c1ccccc1	93.2
CN=c1ccc2cc3ccc(NC)cc3oc-2c1	128.7&115.0
NC(N)=Nc1ccc(N=C(N)N)cc1	108.9
N=C(N=C(C(Cl)(Cl)Cl)C(Cl)(Cl)Cl)N=C(C(Cl)(Cl)Cl)C(Cl)(Cl)Cl	97.9
CSc1nc(Nc2cccc(NC(=O)CCl)c2)c(C#N)c(-c2cccc([N+](=O)[O-])c2)n1	30.3
Cn1c(=O)c2[nH]c(-c3ccc(OCCCCl)cc3)nc2n(C)c1=O	105.2
COc1ccc(C2=NNC(c3ccc(Oc4ccnc5cc(Cl)ccc45)c(OC)c3)C2)cc1 (stereo not drawn)	76.3
O=C(Nc1ccc2c3c(cccc13)CC2)c1ccccc1	106.0
O=C(Cc1ccccc1Nc1c(Cl)cccc1Cl)NN1C(=O)/C(=C/N2N=C(c3ccc(Cl)cc3)CC2c2ccc(Cl)cc2)SC1=S (stereo not drawn)	96.9

Some of the entries above in a different format.
compound,HL-60(TB)
COc1ccc(C2=NNC(c3ccc(Oc4ccnc5cc(Cl)ccc45)c(OC)c3)C2)cc1 (stereo not drawn),76.3
NC(N)=Nc1ccc(N=C(N)N)cc1,108.9
CN1CN(C)C(c2ccncc2)=C1c1ccncc1,92.7
N=C(N=C(C(Cl)(Cl)Cl)C(Cl)(Cl)Cl)N=C(C(Cl)(Cl)Cl)C(Cl)(Cl)Cl,97.9
O=C(Nc1nc(-c2ccccc2Cl)cs1)c1cc(-c2ccccc2)nc2ccc(Cl)cc12,-3.8*
CC(=O)O[C@H]1C[C@H](n2cc(F)c(N)nc2=O)O[C@]1(C)CO[Si](c1ccccc1)(c1ccccc1)C(C)(C)C,48.1

(more compounds)
SMILES	HL-60(TB)
Cc1c(O)c(=O)ccn1Cc1ccccc1	97.5
C#CCNCCN1C(=O)c2ccc3c4c(ccc(c24)C1=O)C(=O)N(CCNCC#C)C3=O	-18.4*
O=C(Nc1ccc(C2=NCCN2)cc1)c1cccc(NC(=S)Nc2ccc(C3=NCCN3)cc2)c1	65.4
C=CCC(O)CC=C	99.2
Cn1cc(-c2nnc(N)nc2-c2c[nH]c3ccc(Br)cc23)c2ccccc21	74.8
Cn1nnnc1SCC1=C(C(=O)O)N2C(=O)C(NC(=O)C(OC=O)c3ccccc3)C2SC1 (stereo not drawn)	97.0
NC(=O)SCC(=O)Nc1ccc(NC(=O)CSC(N)=O)cc1	102.1
CCOC(=O)c1cc(C(=O)c2cc(OC)c(OC)c(OC)c2)n2c1ccc1ccccc12	-12.9*
c1ccc(-c2nc(N3CCCNCC3)c3nc(-c4ccccc4)oc3n2)cc1	-34.6*
Cn1c(NCCc2ccc(O)c(O)c2)nc2c1c(=O)n(Cc1ccc(Cl)cc1)c(=O)n2C	13.2
CCOC(=O)c1[nH]c(Cc2[nH]c(C(=O)OCC)c(C)c2C(=O)OCC)c(C(=O)OCC)c1C	101.6
CC(C)(C)[Si](O[C@@H]1C(=O)C=CN[C@@H]1/C=C/c1ccccc1)(c1ccccc1)c1ccccc1	96.8
N#CC1=C(N)Oc2c(c(=O)oc3ccccc23)C1c1ccco1 (stereo not drawn)	94.5
O=C(O)/C=C/C(=O)NC1CCCCC1	102.2
CCC(=O)C(CC(C)N1CCCCCC1)(c1ccccc1)c1ccccc1 (stereo not drawn)	95.5
COc1cc2nc(Cl)nc(Nc3cccc(C4=Nc5c(N)nc(N)nc5NC(c5cc(OC)c(OC)c(OC)c5)C4)c3)c2cc1OC (stereo not drawn)	76.3
CCOC(=O)C1=CCC(n2cc(C)c(=O)[nH]c2=O)O1 (stereo not drawn)	89.8
CCOC(=O)[C@@H](C)C[C@H](Cc1ccccc1)NC(=O)c1csc([C@@H](C[C@H](C(C)C)N(C)C(=O)[C@H](CC)NC(=O)[C@H]2CCCCN2C)OC(C)=O)n1	-26.4*
Nc1cccc(CCCCOc2ccccc2)c1	64.8
C#CCN1CCC2(CC1)N(Cc1cn([C@@H]3O[C@H](COC(C)=O)[C@@H](OC(C)=O)[C@H](OC(C)=O)[C@@H]3OC(C)=O)nn1)C(=O)c1ccccc1N2CC#C	93.2
Cc1cccc(NC(=O)CSc2nc3ccccc3[nH]2)c1	100.7
COc1ccc2c(c1)c(-c1nc(-c3cn(C)c4ncccc34)cs1)cn2CCCCN1CCCCC1	-64.9*
COc1cc(-c2cncn2-c2ccc(-c3nc4ccc(F)cc4s3)cc2)ccc1F	53.1
COc1cc2c(cc1OCCCOc1cc3c(cc1OC)C(=O)N1CCC[C@H]1C=N3)C=CC(C)(C)O2	101.8
c1ccc(Cc2nnc3n2N=C(c2ccccc2)CS3)cc1	98.2

Reprinted from the part before: 7 compounds, then new ones.
SMILES	HL-60(TB)
Nc1cccc(CCCCOc2ccccc2)c1	64.8
C#CCN1CCC2(CC1)N(Cc1cn([C@@H]3O[C@H](COC(C)=O)[C@@H](OC(C)=O)[C@H](OC(C)=O)[C@@H]3OC(C)=O)nn1)C(=O)c1ccccc1N2CC#C	93.2
Cc1cccc(NC(=O)CSc2nc3ccccc3[nH]2)c1	100.7
COc1ccc2c(c1)c(-c1nc(-c3cn(C)c4ncccc34)cs1)cn2CCCCN1CCCCC1	-64.9*
COc1cc(-c2cncn2-c2ccc(-c3nc4ccc(F)cc4s3)cc2)ccc1F	53.1
COc1cc2c(cc1OCCCOc1cc3c(cc1OC)C(=O)N1CCC[C@H]1C=N3)C=CC(C)(C)O2	101.8
c1ccc(Cc2nnc3n2N=C(c2ccccc2)CS3)cc1	98.2
Cn1c(COC(=O)NCCc2ccccn2)nc2c(N3CCOCC3)nc(Cl)nc21	-36.9*
CCCCCCCCCCCCCCNCc1ccccc1	51.9
CCCCCCCCCCCCCCCCCCn1cc[n+](C)c1	2.2*
CCOC(=O)C1=NC(Cc2c[nH]c3ccccc23)C(=O)N(c2ccccc2)N1 (stereo not drawn)	110.4
COc1ccc(/C=C(\C#N)c2cc3ccccc3[nH]2)cc1	14.8
N#Cc1c(N)n2c(nc1=Nc1ccc(Cl)cc1)sc1cc(Cl)c(Cl)cc12	101.7
CCOC(=O)N1C/C(=C/c2ccc(F)cc2)C(=O)/C(=C/c2ccc(F)cc2)C1	4.6*
O=C1NC(=O)C(C2CCOC2=O)N1 (stereo not drawn)	98.4
C#Cc1cc(C(=O)Nc2cc(-n3cnc(C)c3)cc(C(F)(F)F)c2)ccc1C	101.3
CC(C)(C)c1ccc(N2CSC(=S)N(c3ccc(C(C)(C)C)cc3)C2)cc1	92.7
O=C(O)C(C=C(Cl)Cl)N1CCOCC1 (stereo not drawn)	107.8
COC(=O)[C@@H]1[C@@H]2CC(Br)[C@@H](C2)[C@@H]1C(=O)OC (stereo partly drawn)	111.3
O=C(c1ccccc1)c1ccc(O)c2ncccc12	19.8
C/C(=N\NC(=O)Nc1cccc(C)c1)c1nnn(-c2ccc(Cl)cc2)c1C	106.9
C=COCCC(C(=O)OCC)C(=O)OCC	100.6
c1ccc(N2CCNCC2)cc1	95.0
CC1(C)C=C2[C@H]3CC[C@@H]4[C@@]5(C)C/C(=C/c6ccccn6)C(=O)C(C)(C)[C@@H]5CC[C@@]4(C)[C@]3(C)CC[C@@]2(CO)CC1	27.1
COc1ccc(-c2nc3sccn3c2/C=C/C(=O)c2ccc3c(c2)OCO3)cc1	79.6
CCCc1c(C)c2sc(=O)[nH]c2[nH]c1=O	101.3
CCOC(=O)C1CC1C#N (stereo not drawn)	98.1
O=[N+]([O-])c1cc2cccnc2c2ncccc12	86.6
COc1cc2oc(C(=O)N[C@@H](Cc3ccccc3)C(O)C(N)=O)c(C)c(=O)c2cc1OC (stereo partly drawn)	103.3
